Source: PubChem BioAssay (several laboratories)
MrgX1 ag: agonists of human MrgX1 receptor. Q96LB2. MrgX1-HEK293 cells, Fluo-4 calcium fluorescence, agonist mode; hits give high values. B-score at 10 µM. actives 0.44% (n = 310,000);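 active means calcium response B-score plate-corrected fluorescence ratio at least 3 library SD, with starting fluorescence B-score inside 5 SD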
Target sequence (Q96LB2 whole entry, looked up): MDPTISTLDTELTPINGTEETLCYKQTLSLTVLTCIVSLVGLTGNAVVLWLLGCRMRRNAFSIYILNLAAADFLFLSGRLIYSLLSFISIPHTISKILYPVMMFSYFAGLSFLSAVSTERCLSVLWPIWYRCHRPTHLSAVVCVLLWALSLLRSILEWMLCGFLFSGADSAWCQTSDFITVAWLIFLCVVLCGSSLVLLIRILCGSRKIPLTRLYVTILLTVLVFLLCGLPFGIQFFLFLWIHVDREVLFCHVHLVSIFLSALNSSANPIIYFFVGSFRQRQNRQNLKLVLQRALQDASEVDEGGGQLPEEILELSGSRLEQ
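Material: MrgX1-expressing HEK293 cells / Dosing: compound as first of three additions / Incubation: overnight seeding, then 1 h dark dye loading / Signal: Fluo-4 NW calcium fluorescence / Evaluation: B-scored fluorescence response ratio / Benchmarks: positive and negative control wells on each plate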
TRPC6 act: activators of mouse TRPC6 channel. HEK293-TRPC6 membrane potential dye fluorescence; hits give high values. B-score at 10 µM. actives 0.13% (n = 310,000). AID 2550;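 active means B-score of the integrated fluorescence ratio above library mean plus 3 SD, and starting fluorescence ratio within library mean plus 5 SD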;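 further: higher score means more depolarization so channel activation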
TRPC4 inh: inhibitors of mouse TRPC4 channel; Q9QUQ5; HEK293 TRPC4beta/mu-opioid, DAMGO-evoked Fluo4 calcium flux; hits give low values; B-score at 10 µM; actives 0.39% (n = 300,000);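 active means B-score over 3 SD under the library average, no early fluorescence shift, positive overall ratio signal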
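Assay system: HEK293 cells with stable TRPC4beta plus mu-opioid receptor expression; Probe or stimulus: DAMGO in two steps, submaximal then maximal; Dosing: single-point compound dosing; Measured by: Fluo4 calcium-dye fluorescence, kinetic read; Read-out basis: B score from integrated Fluo4 fluorescence ratio.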
MrgX1 antagonist: human MrgX1 receptor antagonism, primary screen; MRGX1-HEK293 calcium flux, Fluo-4, BAM8-22 antagonism; hits give low values; B-score at 10 µM; actives 1.3% (n = 310,000); Q96LB2;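 active means calcium-response B-score plate-corrected more than 3 library SD below zero, starting fluorescence within 5 deviations, no agonist response on first addition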;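 further: peak minus trough fluorescence over baseline after final BAM8-22 challenge near maximal dose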
HIF activator: HIF pathway transcriptional activation | U2OS HRE-luciferase reporter, luminescence; normalized: DMSO 0%, desferrioxamine 100% | activation, % at 7.5 µM (by protocol) | actives 0.32% (n = 300,000);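 active means mean activation of at least 10% of the iron chelator positive control signal, with at least half of replicates also reaching 10%; inconclusive means mean and replicate majority disagree about reaching 10%; inactive means mean and most replicates under 10%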
RGS4 inh: inhibitors of human RGS4; HEK293 M3R/RGS4 inducible, Fluo-4 calcium flux; hits give high values; triggered by carbachol at its EC20; B-score at 10 µM; actives 0.45% (n = 310,000); AID 463165;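 active means B-score, a plate-corrected calcium signal, over three deviations above library mean, with baseline fluorescence within five deviations of library mean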;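 further: RGS4 expression induced by doxycycline in cells with stable M3 receptor; B-score is computed from the integrated fluorescence ratio over baseline after carbachol; higher B-score means a larger calcium signal and so more RGS4 inhibition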
Target sequence (P49798 whole entry, looked up): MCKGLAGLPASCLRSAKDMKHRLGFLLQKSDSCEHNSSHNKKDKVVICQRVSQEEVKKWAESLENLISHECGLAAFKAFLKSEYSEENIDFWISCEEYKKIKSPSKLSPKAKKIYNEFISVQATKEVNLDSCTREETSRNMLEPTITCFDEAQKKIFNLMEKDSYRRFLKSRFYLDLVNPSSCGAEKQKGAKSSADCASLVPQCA
RGS4 pot: potentiators or activators of RGS4; HEK293 M3R/inducible RGS4, carbachol calcium flux Fluo4; hits give low values; B-score at 10 µM; actives 0.92% (n = 310,000); AID 463111;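 active means B-score of the integrated calcium signal more than 4 SD below the library mean, with starting fluorescence not abnormally high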;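 further: negative B-score means reduced calcium response which marks RGS4 activation or potentiation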
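test system = HEK293 cells with stable M3R and inducible RGS4 | schedule = recording 10 s baseline at 1 Hz, 100 s post-agonist | technique = Fluo4-AM (2 µM) calcium-flux fluorescence, kinetic read | measure = Agonist-evoked peak-minus-minimum fluorescence over baseline, integrated ratio, B score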
TRPC6 inh: mouse TRPC6 channel inhibition | B-score at 10 µM | HEK293-TRPC6, membrane potential dye, ACh-evoked depolarization; hits give low values | actives 1.1% (n = 310,000) | AID 2553;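 active means B-score under library mean minus 3 SD, initial fluorescence not abnormally high, positive integrated signal ratio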;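 further: B-score derived from integrated fluorescence ratio over the kinetic read; more negative B-score means stronger inhibition of depolarization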
MrgX1 allo act: allosterically activates human MrgX1 receptor signaling; actives 0.63% (n = 310,000); B-score at 10 µM; MrgX1-HEK293, Fluo-4 calcium flux, FDSS; hits give high values; AID 588675;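 active means plate-corrected calcium response at least 3 library SD above typical, normal starting fluorescence, not activating the receptor alone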;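 further: compound read alongside a low EC10 to EC30 dose of BAM8-22 agonist; peak minus trough fluorescence over baseline measured at the second addition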
SKKanGAS inh: inhibitors of SKKanGAS S. pyogenes growth in kanamycin (SK-promoter or general growth effect); BacTiter-Glo, 6 h; inhibition, % at 7.5 µM; actives 1.3% (n = 300,000); AID 1662;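 active means mean replicate score, as percent of positive control median, at least 50; inconclusive means mean below 50 but one replicate at or above 50; inactive means mean and every replicate below 50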;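 further: strain carries kanamycin resistance gene driven by streptokinase promoter and grows in 40 µg/ml kanamycin; loss of luminescence reflects streptokinase promoter inhibition or plain growth inhibition; 0% = median of DMSO wells and 100% = positive control at its reference dose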
Platelet DG rel: platelet dense granule release activity; human platelet-rich plasma, SFLLRN dense granule ATP release, luminescence; inhibition, %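 (compounds screened at 7.5 µM in platelet-rich plasma)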; actives 0.22% (n = 300,000); AID 1663;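 active means mean replicate score, as percent of positive control, at or above 50; inconclusive means mean below 50 but at least one replicate at or above 50; inactive means mean and every replicate below 50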
* hit, by the source's call; i = inactive; ? = inconclusive; nt = not tested or not shown. Rows are unselected. About 6.1% of those tested had a hit in this group.

SMILES | MrgX1 ag | TRPC6 act | TRPC4 inh | MrgX1 antagonist | HIF activator | RGS4 inh | RGS4 pot | TRPC6 inh | MrgX1 allo act | SKKanGAS inh | Platelet DG rel
CCc1nnc(NC(=O)CSc2nnc(Cc3cccn3C)n2C)s1 | i | i | i | i | 0.0 | i | i | i | i | -5 | 34
O=C(CSc1nnc2ccc(-c3ccncc3)nn12)N1CCCCC1 | i | i | i | i | 0.0 | i | i | i | i | -4 | 0
CN=c1scc(-c2ccccc2Br)n1/N=C/c1ccc[nH]1 | i | i | i | i | -5.3 | i | i | i | i | 6 | 0
CN(C(=O)c1ccccc1Cl)c1ccccc1C(=O)NCc1ccccc1 | i | i | i | i | 0.0 | i | i | i | i | -8 | -3
O=C(CSc1ncn[nH]1)Nc1nsc(-c2ccccc2)n1 | i | i | i | i | 0.7 | i | i | i | i | 6 | 0
COc1ccc(/C=N/n2c(-c3cccs3)n[nH]c2=S)cc1 | i | i | i | i | -0.3 | i | i | i | i | ? | 0
CC(C)C[C@@H](CN=[N+]=[N-])N1CCN(CC(C)C)CCC1=O | i | i | i | i | -0.3 | i | i | i | i | -2 | 2
CC(=O)Cc1nsc(NC(=O)c2c(-c3ccccc3Cl)noc2C)n1 | i | i | i | i | -0.2 | i | i | i | i | 14 | 0
Cc1ccc(NC(=O)CN(c2ccc(Cl)cc2)S(=O)(=O)c2cc([N+](=O)[O-])ccc2Cl)c(C)c1 | i | i | i | i | -0.5 | i | i | i | i | 33 | 9
O=C(CCN1C(=O)c2ccc([N+](=O)[O-])cc2C1=O)Nc1nccs1 | i | i | i | i | 0.2 | i | i | i | i | 0 | 2
COc1ccc(C(=O)NNC(=O)CSc2nc3c(c(=O)n(C)c(=O)n3C)n2C)cc1 | i | i | i | i | -0.2 | i | i | i | i | -10 | 0
CCCCOC(=O)c1cc(Cl)c(O)c(OC)c1 | i | i | i | i | 1.5 | i | i | i | i | 2 | 4
O=C1OCCC1Sc1ncnc2sc3c(c12)CCC3 (centres undefined) | i | i | i | i | 0.8 | i | i | i | i | 1 | nt
CC(=O)Nc1ccc(OC(=O)c2c(-c3ccccc3Cl)noc2C)cc1 | i | i | i | i | 0.9 | i | i | i | i | -1 | -32
O=C(NCc1cccs1)C1CCCN(C(=O)Nc2ccccc2)C1 (centres undefined) | i | i | i | i | 0.0 | i | i | i | i | 5 | 1
O=C(CCNS(=O)(=O)c1cccc2nsnc12)N1CCc2ccccc21 | i | i | i | i | -0.1 | i | i | i | i | 5 | 9
CC(C)CC(C(=O)NC1CCCC1)N(Cc1ccc2c(c1)OCO2)C(=O)c1snc(C(N)=O)c1N (centres undefined) | i | i | i | i | -0.5 | i | i | i | i | -7 | 8
CCc1ccc(OCC(=O)NNC(=O)Cc2cccs2)cc1 | i | i | i | i | 1.4 | i | i | i | i | -3 | 2
S=C(Nc1ccccc1)N1CCN(c2ccc(N3CCOCC3)nn2)CC1 | i | i | i | i | -0.4 | i | i | i | i | -6 | 0
O=C(CCNC(=O)C1CCN(S(=O)(=O)c2ccccc2)CC1)NCc1ccncc1 | i | i | i | i | -0.6 | i | i | i | i | -2 | 8
COc1cccc(Cn2c(=O)ccc3ccccc32)c1 | i | i | i | i | 1.1 | i | i | i | i | 0 | -1
Cc1c(Br)cc(C(=O)N2CCCC2)c(C)c1C | i | i | i | i | -0.3 | i | i | i | i | -6 | -7
O=C(NC1CC(=O)N(c2ccccc2)C1)C(=O)c1c[nH]c2ccccc12 (centres undefined) | i | i | i | i | -0.2 | i | i | i | i | -1 | 5
Cc1cccc(NC(=O)CSc2nnc([C@H](C)NC(=O)OC(C)(C)C)o2)c1C | i | i | i | i | -0.3 | i | i | i | i | 6 | 6
Cc1cc(C)c(NC(=O)c2cccs2)c(C)c1NC(=O)c1cccs1 | i | i | i | i | -0.7 | i | i | i | i | -1 | -7
CCn1c(SCC(=O)N2CCN(c3cccc(Cl)c3)CC2)nc2ccccc2c1=O | i | i | i | i | -0.8 | i | i | i | i | ? | 8
CC1CN(C(=O)c2cccc(C(=O)N3CC(C)OC(C)C3)c2)CC(C)O1 (centres undefined) | i | i | i | i | -0.2 | i | i | i | i | 0 | -39
CN1CCN(C(=O)N(c2ccccc2)c2ccccc2)CC1 | i | i | i | i | 0.3 | i | i | i | i | 0 | 5
COc1ccc(N=Cc2ccc(-c3ccccc3)o2)cc1 | i | i | i | -6* | 0.9 | i | i | i | i | 3 | 5
C/C=C1\COC(C(=O)NCc2ccccc2)(C(F)(F)F)C=C1C=C(C)C (centres undefined) | i | i | i | i | -1.0 | i | -7.8* | i | i | 10 | 2
CC(C(=O)NC1CCCc2ccccc21)N1CCN(c2ccc(F)cc2)CC1 (centres undefined) | i | i | i | i | -1.1 | i | i | i | i | 2 | 4
NC(=O)c1c(NC(=O)c2ccccc2F)sc2c1CCCC2 | i | i | i | i | -25 | i | i | i | i | 7 | -7
NC(=O)CSc1nc(-c2ccccc2)nc2c1CCCC2 | i | i | i | i | -0.9 | i | i | i | i | 3 | 0
O=C(Cn1cnc2ccccc2c1=O)NCC(=O)N1CCOCC1 | i | i | i | i | -0.3 | i | i | i | i | -2 | 0
Cc1nc2cc(N)ccc2n1-c1ccccc1 | i | i | i | i | -0.1 | i | i | i | i | 3 | -1
COc1cccc(CNc2ccc(F)c(Cl)c2)c1O | i | i | i | i | 4.7 | i | i | i | 27* | -2 | 8
O=C(OC1CCCCC1=O)c1ccc(F)c(S(=O)(=O)N2CCOCC2)c1 (centres undefined) | i | i | i | i | -0.3 | i | i | i | i | 2 | -1
CCc1ccc(N(C(C)=O)C2C=CS(=O)(=O)C2)cc1 (centres undefined) | i | i | i | i | -0.6 | i | i | i | i | -11 | -7
C#CCOCCOCCOCCNc1nc(N2CCN(C(=O)[C@H]([C@@H](C)CC)n3cc([C@@H](N)CC(C)C)nn3)CC2)nc(N2CCN(C(=O)[C@H](CCCCN)n3cc([C@@H](N)CC(C)C)nn3)CC2)n1 | i | i | i | i | 0.3 | i | i | i | i | -1 | -2
CC(CNS(=O)(=O)c1ccccc1)Sc1nncn1C (centres undefined) | i | i | i | i | -0.1 | i | i | i | i | 0 | 9
CCc1ccc(NC(=O)CS(=O)CC(=O)NCCCc2ccccc2)cc1 (centres undefined) | i | i | i | i | 0.5 | i | i | i | i | 1 | -8
Cn1c(=O)[nH]c(=O)c2c1nc1n2CC(COc2ccc3ccccc3c2)O1 (centres undefined) | i | i | i | i | -0.4 | i | i | i | i | -2 | 1
O=C1C(=C2CCCCC2)SC(=S)N1Cc1ccco1 | i | i | i | i | 0.0 | i | -7.9* | i | i | 5 | 1
N#Cc1c(/N=C/c2cccnc2)sc2c1CCCC2 | i | i | i | i | -0.9 | i | i | i | i | 0 | -7
Cc1[nH]n(-c2cccc(Cl)c2)c(=O)c1/C=N/n1c(C)nc2ccccc2c1=O | i | i | i | i | -0.2 | i | i | i | i | 79* | -1
Cc1ccc(NC(=O)CSCC(=O)Nc2nnc(C)s2)cc1 | i | i | i | i | 1.4 | i | i | i | i | -2 | -3
O=C(Nc1ccc2c(c1)OCO2)c1cc(-c2ccccc2Cl)on1 | i | i | i | i | 2.9 | i | i | i | i | 7 | 14
COCCNC(=O)Cn1cc(C(=S)N2CCCCC2)c2ccccc21 | i | i | i | i | -0.2 | i | i | i | i | 2 | -4
CC1CN(C(=O)/C=C/c2ccccc2Cl)CC(C)O1 (centres undefined) | i | i | i | i | 1.0 | i | i | i | i | -4 | -2
COCCn1nnnc1C(c1cc2cc(C)ccc2[nH]c1=O)N1CCCCCC1 (centres undefined) | i | i | i | i | -0.4 | i | i | i | i | -7 | 6
C/C(=N\NC(=O)c1ccc2c(c1)OCO2)c1ccc(C(=O)O)s1 | i | i | i | i | 2.4 | i | i | i | i | -9 | 0
O=C1OCCC/C1=C\c1ccc2c(c1)OCO2 | i | i | i | i | -0.7 | i | i | i | i | 0 | 1
CCC(=O)N/C(=N\OCc1ccc(F)cc1)c1nonc1NC(=O)CC | i | i | i | i | -0.1 | i | i | i | i | -6 | 15
CC(Sc1ccccc1)C(=O)N1CCN(S(=O)(=O)c2cccc(Br)c2)CC1 (centres undefined) | i | i | i | i | -0.3 | i | i | i | i | 0 | 2
O=C(Nc1ccc(S(=O)(=O)Nc2cnc3ccccc3n2)cc1)c1ccccc1Br | i | i | i | i | -0.7 | i | i | i | i | 14 | 3
CC(C)(C)C(=O)Nc1cccc(-c2nc3ccccc3c(=O)o2)c1 | i | i | i | i | 0.2 | i | i | i | i | 11 | 14
Clc1ccc(-c2nnc(NCc3ccccc3)c3ccccc23)cc1 | i | i | i | i | -0.8 | i | i | i | i | 12 | 13
Cc1c(C(=O)O)sc2ncn(C)c(=O)c12 | i | i | i | i | 0.4 | i | i | i | i | -1 | 5
COc1ccc(NC(=O)CSc2nnc(Cn3cnc4ccccc43)n2C)cc1 | i | i | i | i | -0.6 | i | i | i | i | 5 | 5
C=CCNc1nc(-c2ccccc2)nc(-n2ccnc2)n1 | i | i | i | i | -0.5 | i | i | i | i | 8 | -1
O=C(CNC(=S)N(Cc1ccc(F)cc1)C1CCCCC1)NCCN1CCOCC1 | i | i | i | i | -0.5 | i | i | i | i | 13 | -5
O=C(NCCN1CCCC1=O)C1CCC(=O)N(CCc2ccc(Cl)cc2)C1 (centres undefined) | i | i | i | i | 0.1 | i | i | i | i | 16 | -11
COc1cccc(C(=O)NCc2cccnc2)c1 | i | i | i | -5.5* | -0.4 | i | i | i | i | -4 | -4

Whole records, quoted from the list. Order of values: MrgX1 ag	TRPC6 act	TRPC4 inh	MrgX1 antagonist	HIF activator	RGS4 inh	RGS4 pot	TRPC6 inh	MrgX1 allo act	SKKanGAS inh	Platelet DG rel
Entry for CC(C)C[C@@H](CN=[N+]=[N-])N1CCN(CC(C)C)CCC1=O = i	i	i	i	-0.3	i	i	i	i	-2	2
Entry for O=C(CCNC(=O)C1CCN(S(=O)(=O)c2ccccc2)CC1)NCc1ccncc1 = i	i	i	i	-0.6	i	i	i	i	-2	8
